# EP2 modulator: EP2 receptor modulators, cAMP readout, primary screen, cell-based, HTRF cAMP, PGE2 stimulation | Prostaglandin E2 receptor EP2 subtype (Homo sapiens), P43116 | EP2-expressing cells, cAMP HTRF FRET, PGE2 co-stimulation | induction, % at 25 µM | 0.83% of 260,000 active | AID 940, 2007;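 active = compounds whose cAMP rise, as percent of the full-agonist control response, exceeds 60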;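 also: rat C6 glioma line stably carrying human EP2 under a CMV promoter; the protocol text gives 20 µM as final concentration; 100% = response of wells given 1 µM PGE2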
# Target sequence (P43116 whole entry, looked up): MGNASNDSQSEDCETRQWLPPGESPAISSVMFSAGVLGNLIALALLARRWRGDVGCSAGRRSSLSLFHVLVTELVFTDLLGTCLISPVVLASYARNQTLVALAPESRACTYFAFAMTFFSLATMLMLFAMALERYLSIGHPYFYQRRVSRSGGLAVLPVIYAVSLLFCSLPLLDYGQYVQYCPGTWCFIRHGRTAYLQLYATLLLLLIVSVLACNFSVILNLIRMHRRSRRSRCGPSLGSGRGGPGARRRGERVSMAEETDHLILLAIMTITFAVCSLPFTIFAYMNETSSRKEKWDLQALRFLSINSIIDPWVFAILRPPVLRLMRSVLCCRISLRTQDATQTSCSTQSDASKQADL
# EP2 antag: human EP2 receptor antagonists, primary screen, TR-FRET cAMP, C6 glioma cells. Prostaglandin E2 receptor EP2 subtype (Homo sapiens), P43116. C6 glioma cells expressing human EP2; cells stimulated with saturating PGE2. inhibition, % at 25 µM. 0.52% of 260,000 active. AID 1422, 2008;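 active = percent inhibition above 40 after rounding to a whole number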;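 also: rat C6 glioma host cells with rolipram phosphodiesterase inhibitor present; the protocol text gives 20 µM as final concentration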
# Active calls of the source: *; x = not tested or not shown; & = joins results of further samples. These rows are one share of the data, so the mix of outcomes need not match the whole.
# Values in the order – EP2 modulator	EP2 antag
[1] NC1CCN(c2nc3c(cc2F)c(=O)c(C(=O)O)cn3-c2ccc(F)cc2F)C1 (configuration not stated)
→ x	15.9
[2] CC12CCC(=O)C=C1CCC1C2CCC2(C)C1CCC2(O)C(=O)CO (configuration not stated)
→ x	11.9
[3] CC1(C)O[C@@H]2CC3C4C[C@H](F)C5=CC(=O)C=C[C@]5(C)[C@@]4(F)[C@@H](O)C[C@]3(C)[C@]2(C(=O)CO)O1 (some centres not stated)
→ 10.9	5.9
[4] NC(N)=O
→ 20.2	15.1&8.7
[5] CCN(CC)CCOC(=O)c1ccc(N)cc1
→ 6.3&6.2	12.3&11.8
[6] N[C@@H](Cc1c[nH]c2ccc(O)cc12)C(=O)O
→ 11.6	13.9
[7] C=C[C@H]1CN2CCC1C[C@@H]2[C@@H](O)c1ccnc2ccc(OC)cc12 (some centres not stated)
→ 34.1	12.9
[8] CCOC(N)=O
→ -1.5	13.6
[9] Oc1ccc(C2CNCCc3c2cc(O)c(O)c3Cl)cc1 (configuration not stated)
→ -5.1	20.5&10.1
[10] CCOC(=O)[C@H](CCc1ccccc1)N[C@@H](C)C(=O)N1Cc2ccccc2C[C@H]1C(=O)O
→ 26.6	14.0&12.7
[11] NOCC(=O)O
→ -1.5	9.0
[12] Oc1ccc2c(c1)OCC1(O)Cc3cc(O)c(O)cc3C21 (configuration not stated)
→ -8.7	13.6
[13] Cc1ccc(=O)n(-c2ccccc2)c1
→ 18.1	11.9&8.5
[14] CCc1ccc(CCOc2ccc(CC3SC(=O)NC3=O)cc2)nc1 (configuration not stated)
→ 35.7	18.5&7.0

# Entries above containing a halogen:
# Values in the order – EP2 modulator	EP2 antag
[1] NC1CCN(c2nc3c(cc2F)c(=O)c(C(=O)O)cn3-c2ccc(F)cc2F)C1 (configuration not stated)
→ x	15.9
[3] CC1(C)O[C@@H]2CC3C4C[C@H](F)C5=CC(=O)C=C[C@]5(C)[C@@]4(F)[C@@H](O)C[C@]3(C)[C@]2(C(=O)CO)O1 (some centres not stated)
→ 10.9	5.9
[9] Oc1ccc(C2CNCCc3c2cc(O)c(O)c3Cl)cc1 (configuration not stated)
→ -5.1	20.5&10.1

# Arranged by length of the SMILES (ascending): 3 of the compounds above
# Values in the order – EP2 modulator	EP2 antag
[8] CCOC(N)=O
→ -1.5	13.6
[9] Oc1ccc(C2CNCCc3c2cc(O)c(O)c3Cl)cc1 (configuration not stated)
→ -5.1	20.5&10.1
[3] CC1(C)O[C@@H]2CC3C4C[C@H](F)C5=CC(=O)C=C[C@]5(C)[C@@]4(F)[C@@H](O)C[C@]3(C)[C@]2(C(=O)CO)O1 (some centres not stated)
→ 10.9	5.9
